Assay outcomes (PubChem)
12-LOX inh: Primary qHTS assay for inhibitors of human arachidonate 12S-lipoxygenase (ALOX12): Round 2; Potency, µM (highest dose often 108 µM), for inactives: top-dose activity change, negative = inhibition, most hits filed as inhibitors; Polyunsaturated fatty acid lipoxygenase ALOX12 (Homo sapiens), P18054; purified 12hLO, xylenol orange hydroperoxide absorbance; hit rate 1.1% among 580,000; also: potency is read from the fitted curve at half-maximal effect; % is scaled to controls: 0 for no effect and ±100 for the full control effect
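Purified human 12hLO (150 nM final) in 25 mM Hepes, 0.01% Triton X-100, pH 7.0 was preincubated 15 min at room temperature with compound. Then 40 uM arachidonic acid was added, 30 min. Hydroperoxide was read by Fe-XO absorbance ratio 573/405 nm.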
BAZ2B inh: qHTS Assay for Inhibitors of BAZ2B. Bromodomain adjacent to zinc finger domain protein 2B (Homo sapiens), Q9UIF8. AlphaScreen BAZ2B-H3K14Ac peptide displacement. Potency, µM (doses to about 114 µM), for the others: at the highest dose activity change, negative = inhibition, hits mostly inhibitors. hit rate 4.4% among 360,000. AID 504333, 2011; also: potency is read from the fitted curve at half-maximal effect; % is scaled to controls: 0 for no effect and ±100 for the full control effect; nearly all actives have a fitted effect of over 60% in size
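AlphaScreen luminescence quantifies BAZ2B engagement of H3K14Ac peptide; the protein and biotinylated peptide are both at 50 nM final, buffer PBS pH 7.4 with 0.01% Tween-20, all steps at room temperature.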
GLS inhibitor: qHTS for Inhibitors of Glutaminase (GLS); Glutaminase kidney isoform, mitochondrial (Homo sapiens), O94925; GLS enzymatic activity, qHTS titration; Potency, µM (titrated, usually from 45.5 µM), inactives show at the highest dose activity change, negative = inhibition, hits mostly inhibitors; hit rate 0.21% among 410,000; AID 624170, 2012; also: potency is read from the fitted curve at half-maximal effect; % is scaled to controls: 0 for no effect and ±100 for the full control effect
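Two-point fluorescence kinetic (t0, 30 min RT) for hKGA; glutamate detected via glutamate oxidase–HRP–Amplex Red. Substrate: 1 mM L-glutamine solution; buffer 45 mM KH2PO4, pH 8.2.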
PI4K2A inh: qHTS for small molecular inhibitors of PI4K2A. Phosphatidylinositol 4-kinase type 2-alpha (Homo sapiens), Q9BTU6. purified PI4K2A, ADP-Glo luminescence, 1 h; hits give low values. activity change, negative = inhibition, % at 76.9 µM. hit rate 0.13% among 420,000. AID 1346378, 2018; in the data active = activity change below about -50%; inconclusive = mostly about -30% to -49%;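 also: -100% = wells without enzyme as full effect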
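In this quantitative HTS, ADP production by PI4K2A was quantified luminescently after 1 h at ambient temperature; 100 microM adenosine served as plate-quality control.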
G9a block: qHTS Assay for Inhibitors of Histone Lysine Methyltransferase G9a. Histone-lysine N-methyltransferase EHMT2 (Homo sapiens), Q96KQ7. AID 504332, 2011. G9a H3K9 monomethylation, AlphaScreen, 2 h. hit rate 8.8% among 350,000. Potency, µM (series often up to 102 µM), for the others: at the top dose activity, negative = inhibition, hits mostly inhibitors; also: potency is read from the fitted curve at half-maximal effect; % is scaled to controls: 0 for no effect and ±100 for the full control effect; nearly all actives have a fitted effect of over 75% in size
Target sequence (Q96KQ7 913-1193 limits assumed): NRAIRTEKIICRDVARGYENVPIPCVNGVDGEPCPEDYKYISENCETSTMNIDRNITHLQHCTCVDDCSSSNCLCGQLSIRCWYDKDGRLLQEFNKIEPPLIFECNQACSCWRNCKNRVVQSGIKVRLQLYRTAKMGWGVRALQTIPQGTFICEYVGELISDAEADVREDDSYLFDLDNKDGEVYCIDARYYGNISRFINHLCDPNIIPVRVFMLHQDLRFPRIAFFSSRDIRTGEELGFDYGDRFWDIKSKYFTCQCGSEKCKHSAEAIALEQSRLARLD
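Methyltransferase reactions run at room temperature for 2 h (20 nM enzyme, 500 nM biotin-H3K9 peptide, 20 uM SAM) after a 15 min compound preincubation; product detected by AlphaScreen beads and anti-H3K9me1 antibody.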
ERG-DNA inh: qHTS for Small Molecule Inhibitors of the ERG Ets/DNA interaction; Transcriptional regulator ERG (Homo sapiens), P11308; fluorescence polarization, His-ERG Ets domain / labelled DNA; Potency, µM (titrated, usually from 76.9 µM), for the others: at the top dose FP activity, negative = inhibition, hits mostly inhibitors; hit rate 0.028% among 370,000; active = well fitted inhibition curve with a large enough effect in the polarisation, with a control signal flat; inconclusive = small, poorly fitted or top-dose-only effect, or effect the other way, or a change in a side signal; inactive = no such curve, though single readings can be large or run the other way; the % refers to the polarisation;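 also: polarization taken with two DNA probes labelled with fluorescein and Texas red; potency is read from the fitted curve at half-maximal effect; % of control where 0% means no effect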
Target sequence (P11308 whole entry, looked up, the tested form may be a part): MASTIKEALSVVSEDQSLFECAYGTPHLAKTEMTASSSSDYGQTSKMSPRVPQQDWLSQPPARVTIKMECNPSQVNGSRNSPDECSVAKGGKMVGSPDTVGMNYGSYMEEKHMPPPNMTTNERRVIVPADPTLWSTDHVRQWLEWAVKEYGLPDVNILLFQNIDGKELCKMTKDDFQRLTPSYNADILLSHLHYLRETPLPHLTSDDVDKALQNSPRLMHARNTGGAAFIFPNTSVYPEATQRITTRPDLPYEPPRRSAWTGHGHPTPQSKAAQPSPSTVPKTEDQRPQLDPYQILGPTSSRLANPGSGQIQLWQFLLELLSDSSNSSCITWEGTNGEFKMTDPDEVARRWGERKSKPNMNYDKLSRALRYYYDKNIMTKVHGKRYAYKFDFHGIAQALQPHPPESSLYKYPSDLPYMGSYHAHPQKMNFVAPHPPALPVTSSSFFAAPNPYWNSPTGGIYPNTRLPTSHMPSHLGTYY
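His-tagged ERG Ets domain (1 uM in the protein solution; 300mM KCl, 50mM Tris-HCl, 1mM EDTA, 1mM DTT, pH 7.5) received compound, then a probe mix of 5 nM fluorescein-DNA and 100nM Texas-615-DNA. Fluorescence polarization was read for both dyes.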
HP1b binding inh: HTS for Inhibitors of HP1-beta Chromodomain Interactions with Methylated Histone Tails; Potency, µM (series often up to 114 µM), for the others: at the highest dose activity change, negative = inhibition, usual class: inhibitors; AlphaScreen HP1-beta / biotin-H3K9me3 peptide binding; Chromobox protein homolog 1 (Homo sapiens), P83916; hit rate 0.56% among 390,000; also: potency is read from the fitted curve at half-maximal effect; nearly all actives have a fitted effect of over 70% in size; inactives centre near 23
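HP1-beta protein (50 nM final) preincubated 30 min at room temperature with biotinylated H3(1-18)K9me3 peptide (50 nM) in PBS pH 7.4, 0.01% Tween-20, then compound added for 30 min. AlphaScreen streptavidin donor/nickel chelate acceptor beads (10 ug/mL final), 30 min dark, luminescence read.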
JMJD2A Tudor: qHTS Assay for Inhibitors of JMJD2A-Tudor Domain; AlphaScreen JMJD2A-Tudor / H3K4me3 peptide binding; Lysine-specific demethylase 4A (Homo sapiens), O75164; Potency, µM (highest dose often 114 µM), for the others: at the highest dose activity change, negative = inhibition, actives largely listed as inhibitors; hit rate 4.4% among 390,000; AID 504339, 2011; also: potency is read from the fitted curve at half-maximal effect; % is scaled to controls: 0 for no effect and ±100 for the full control effect; nearly all actives have a fitted effect of over 50% in size
RGS4 inh: Inhibitors of Regulator of G Protein Signaling (RGS) 4: qHTS; Transcreener GDP fluorescence polarization, RGS4-accelerated GTP hydrolysis; Potency, µM (series often up to 114 µM), inactives show top-dose activity change, negative = inhibition, hits mostly inhibitors; hit rate 0.039% among 390,000; AID 504845, 2011; also: potency is read from the fitted curve at half-maximal effect; % is scaled to controls: 0 for no effect and ±100 for the full control effect; nearly all actives have a fitted effect of over 75% in size; some results filed as inactive show a strong effect at the top dose
Target sequence (P49798 whole entry, looked up): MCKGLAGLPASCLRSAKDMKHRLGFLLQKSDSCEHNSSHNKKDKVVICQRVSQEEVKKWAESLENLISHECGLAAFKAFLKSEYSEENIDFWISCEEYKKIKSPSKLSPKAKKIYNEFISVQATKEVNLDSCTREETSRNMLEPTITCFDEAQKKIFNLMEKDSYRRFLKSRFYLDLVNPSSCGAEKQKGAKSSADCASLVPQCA
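MLSMR compounds (23 nl, pin-transferred) preincubated 10 min at room temperature with a 500nM (2x) first reagent, then RGS4 at 900nM (2x) plus Transcreener GDP mix added; fluorescence polarization (620/688 nm) read before and after 90 min at 30 °C.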
* = called active by the depositor; ? = inconclusive; . = no result given; [ ] = another dose, or the depositor's remark. Unless noted, calls follow the shape of the dose curve; as a rule, active = well fitted curve in the direction sought with a large enough effect; inconclusive = small, poorly fitted or top-dose-only effect, or another doubt; inactive = no such curve, though single readings can be large; an effect the other way counts as inactive or inconclusive. An excerpt, so the mix of outcomes need not match the whole.

SMILES	12-LOX inh	BAZ2B inh	GLS inhibitor	PI4K2A inh	G9a block	ERG-DNA inh	HP1b binding inh	JMJD2A Tudor	RGS4 inh
Cc1cccc(C)c1OCc1cc(C(=O)NCC2CC2)no1	-7%	13%	0%	9	-1%	-2%	42%[activator]	8%	10%
COc1cccc(C(=O)NCCS(=O)(=O)N(C)Cc2ccccc2)c1	-20%	2%	8%	3	45µM*	.	19%	-14%	-11%
Cn1ncc(C#N)c1NC(=O)C1CC(c2ccc(Cl)c(Cl)c2)=NO1 (stereo unspecified)	0%	4%	2%	-4	7%[59 µM]	-6%	32%	-35%[57.1 µM]	-2%[56.9 µM]
N/C(=N\OC(=O)CCCOc1ccccc1)c1ccccn1	8%	-24%	-1%	5	?	1%	30%	-5%	1%
CCCCCCCCc1nnc(N)s1	7%	3%	0%	10	.	0%	21%	-16%	8%
COc1cc(C(=O)NC2CCCCCCC2)cc(OC)c1OC	26%	.	4%	0	.	-16%	8%	-7%	-4%
O=C(COC(=O)COc1ccc(Br)cc1)Nc1cccnc1Cl	1%	-2%	9%	-3	-13%[59 µM]	-3%	30%	-2%	18%
Cc1c(C)c2c(OCC(=O)NCc3ccncc3)cc3c(c2oc1=O)CCC(C)(C)O3	26%	-9%	0%	-3	.	-3%	29%	-1%	-3%
Cc1cccc(N2CC(C(=O)Nc3ccc4c(c3)OCO4)CC2=O)c1C (stereo unspecified)	5%	-5%	1%	4	-6%[59 µM]	-11%	17%	1%	-1%
CN(C)S(=O)(=O)c1ccc(NC(=O)Cn2nc(-c3ccc4c(c3)OCCO4)ccc2=O)cc1	28%	.	0%	5	.	-5%	15%[57 µM]	-24%	-15%

G9a block: what is marked active above
SMILES	12-LOX inh	BAZ2B inh	GLS inhibitor	PI4K2A inh	G9a block	ERG-DNA inh	HP1b binding inh	JMJD2A Tudor	RGS4 inh
COc1cccc(C(=O)NCCS(=O)(=O)N(C)Cc2ccccc2)c1	-20%	2%	8%	3	45µM*	.	19%	-14%	-11%

The list continues:
SMILES	12-LOX inh	BAZ2B inh	GLS inhibitor	PI4K2A inh	G9a block	ERG-DNA inh	HP1b binding inh	JMJD2A Tudor	RGS4 inh
O=S(=O)(c1ccc(F)cc1)N1CCN(CCc2ccccc2)CC1	-19%	-6%	-27%	0	.	-2%	38%	-12%	-9%
CCOc1ccc(Br)cc1S(=O)(=O)N1CCCN(C)CC1	-26%	-11%	0%	0	50µM*	-5%	10%	-11%	6%
CC(C)n1cc(C(N)=S)c(=O)n(Cc2ccccc2)c1=O	-15%	-14%	7%	-2	50µM*	-13%	23%	-8%	6%
O=C(CNc1ccc(F)cc1)N/N=C/c1c(O)ccc2ccccc12	?	-11%	9%	-3	-4%	6%	25%	-16%	22%
O=C(NC1CCCCC1)c1csnn1	12%	.	-6%	6	.	4%	35%	-6%	-8%
CCCCc1ccc(NC(=O)OC)cc1	184%[activator]	22%	-3%	-3	67%[activator]	1%	47%[activator]	14%	-16%
CCc1nnc(N2C(=O)c3ccccc3C2(O)c2ccccc2)s1 (stereo unspecified)	-28%	-7%	22%	5	2%	4%	18%	-2%	-8%
Cc1ccc(-c2nc3ncccc3o2)cc1NC(=O)c1sc2ccccc2c1Cl	22%	-8%	-3%	1	?	5%	13%	-14%	3%
Cc1cc(=O)oc2c3c(cc(OCC(=O)NCc4ccncc4)c12)OC(C)(C)CC3	33%[activator]	-9%	-1%	6	?	-2%	23%	-15%	0%
CCNCCNc1ccc(Cl)cc1[N+](=O)[O-]	0%	.	0%	-1	.	-8%	32%	?	1%
CCN(C(=O)c1cccc(Br)c1)C1CCS(=O)(=O)C1 (stereo unspecified)	-25%	-5%	0%	-3	-6%	113%[activator]	-7%	-11%	-9%
CCN(C(=O)COC(=O)/C=C/c1ccc(O)c(OC)c1)C1CCS(=O)(=O)C1 (stereo unspecified)	-16%	2%	6%	-2	-37%[59 µM]	-1%	21%	-9%	-10%
O=C(Cn1cc(C(F)(F)F)ccc1=O)OCC(=O)c1ccc[nH]1	0%	.	1%	5	.	6%	28%	-18%	3%
Cc1ccc(S(=O)(=O)n2nc(OC(=O)c3c(-c4ccccc4Cl)noc3C)cc2N)cc1	-10%	?	?	21	-13%[2.33 µM]	1%	-23%	?	-47%[11.4 µM]
CS(=O)(=O)N(CC(=O)NCc1ccc2c(c1)OCO2)c1ccccc1	0%	-2%	-8%	2	17%[59 µM]	-4%	37%	-9%	8%
COC(=O)c1ccccc1NC(=O)CSc1nnc(-c2ccoc2C)n1C	0%	-28%	7%	-3	4%	7%	5%	-12%	-26%
CCc1cc(C(=O)N2CCCC(N3CCN(c4cccc(C(F)(F)F)c4)CC3)C2)n(C)n1 (stereo unspecified)	0%	-20%	-1%	6	?	-2%	18%	-20%	20%
CCN(CC)CCOC(=O)C12CC3CC(CC(C3)C1)C2	10%	7%	-2%	-2	-8%	5%	45%	-8%	-27%
Cc1cccc(OCCn2c(=O)n(C)c3ccccc32)c1	-6%	13%	-8%	-2	11%	2%	40%[activator]	-1%	7%
O=C(Nc1ccc(C(=O)O)cc1)/C(=C\c1ccc(F)cc1)NC(=O)c1ccco1	-12%	-14%	-7%	-8	-9%	13%	45%[activator]	5%	-10%
COc1ccc2oc(=N)c(C(=O)Nc3ccc(C)cc3)cc2c1	7%	-20%	14%	1	4%	-12%	4%	-5%	3%
CSc1ccccc1OCc1cc(C(=O)N2CCNC(=O)C2)no1	0%	0%	-3%	2	95%[activator]	-7%	32%	2%	-21%
c1ccc(N2CCN(c3nc4ccccc4n4nnnc34)CC2)cc1	-20%	12%	14%	2	7%[59 µM]	2%	48%[activator]	1%	?
CCC(=O)N1c2ccccc2CC1C(=O)NCc1cc(Br)ccc1OC (stereo unspecified)	-21%	1%	3%	-4	22%[59 µM]	-7%	37%	-15%	-32%
COC(=O)CCc1sc(NC2CCCCC2)nc1-c1ccc(OC)cc1	?	?	0%	3	13µM*	.	?	?	-24%
CN(C(=O)c1cccc(NC(=O)Cc2ccc(NC(=O)C3CCCN(S(=O)(=O)c4cccc([N+](=O)[O-])c4)C3)cc2)c1)C1CCC1 (stereo unspecified)	-3%	.	4%	-1	.	-3%	25%	-25%	-6%
O=C(CSc1nnnn1-c1ccccc1)NC(=O)Nc1ccc2c(c1)OCCO2	-13%	11%	3%	-1	?	-5%	32%	-6%[57.1 µM]	14%[56.9 µM]
CCc1[nH]nc(C(=O)NC2CCCc3c2cnn3-c2cc(C)cc(C)c2)c1C (stereo unspecified)	?	-5%	2%	-1	9%	-10%	28%	-15%	-1%
CC(=O)N1CCc2cc(S(=O)(=O)NC(Cc3ccccc3)C(=O)Nc3ccc(C)cc3C)ccc21 (stereo unspecified)	6%	.	2%	-3	-13%[59 µM]	1%	14%	-21%	-16%
NC(=O)C1CCN(CC(=O)Nc2nc(-c3ccccc3)cs2)CC1	-3%	-8%	6%	3	32%	-2%	24%	-8%	5%
O=C(CCS(=O)(=O)c1ccc(F)cc1)N1CCOCC1	-1%	-2%	4%	3	?	1%	17%	-5%	-3%
COC(=O)c1ccc(N2NC(=O)/C(=C/c3ccc(OC)c(OC)c3)C2=O)cc1	2%	-3%	-9%	-6	?	-12%	6%	-22%	-3%
O=[N+]([O-])c1cc([N+](=O)[O-])c(Oc2cc(Cl)ccc2Cl)cc1NC1CCCCCCC1	-16%	?	0%	2	40µM*	6%	2%	?	-3%
CCC(=O)N1N=C(c2ccc(C)o2)CC1c1ccc(OC)cc1 (stereo unspecified)	-3%	-39%	2%	-19	?	7%	44%[activator]	-10%	?
Cc1ccc(CNC(=O)C2CC(c3ccccc3F)=NO2)cc1 (stereo unspecified)	-4%	2%	-1%	2	-3%[59 µM]	6%	42%[activator]	-21%	12%
O=C(CSc1nnc2ccc(-c3ccccc3)nn12)NCC1CCCO1 (stereo unspecified)	-7%	.	-11%	4	-34%	-6%	55%[activator]	-11%[11.4 µM]	25%[11.4 µM]
COc1ccc(-c2noc(CN(C(=O)Cc3ccc(C)cc3)C(C)C)n2)cc1	-35%	14%	0%	-1	8%[59 µM]	3%	45%[activator]	-4%	7%
CCOc1ccccc1CN1CCC(N2CCC(C(=O)NC3CC3)CC2)CC1	15%	-2%[57.1 µM]	-4%	0	29%	11%	29%	6%	3%
COc1ccccc1CNC(=O)CCC(=O)N1Cc2cccc(OC)c2Oc2ncccc21	-34%	1%	4%	10	-6%	-6%	9%[57 µM]	-2%	-23%
CNC(=S)N/N=C/c1cc(Br)cc(Br)c1O	?	3.2µM*	32%[activator]	3	-7%	-8%	?	32µM*	-48%
Cc1cc(C)c(C#N)c(SCC(=O)N(CC(C)C)C2CCS(=O)(=O)C2)n1 (stereo unspecified)	11%	9%	4%	1	?	12%	24%	-23%	-12%
